Screening data from PubChem BioAssay.
IMP-1 inh = blocks Pseudomonas aeruginosa IMP-1 metallo-beta-lactamase; purified IMP-1, nitrocefin hydrolysis, epi-absorbance fluorescence; inhibition, % at 5.6 µM; actives 0.45% (n = 290,000);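 active means inhibition above the mean plus 3 SD of all compounds in the same screening run, cut at about 4.5% in these data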;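 further: 0% = IMP-1 with DMSO and 100% = DMSO wells lacking enzyme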
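System: Purified IMP-1 | Read-out basis: Percent enzyme inhibition | Controls: IMP-1 with DMSO as 0%, enzyme-free DMSO as 100% | Replicates: One well per compound | Doses: 5.6 µM nominal single concentration | Detection: Epi-absorbance fluorescence, 480 nm excitation, 530 nm emission | Incubation: 25 °C, 15 min preincubation, 25 min reaction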
NALP1 inh = blocks the NALP1 inflammasome reconstituted in yeast; S. cerevisiae NALP1/ASC/caspase-1 growth, X-gal OD620, 72 h; inhibition, % at 10 µM; actives 0.61% (n = 280,000); AID 2071; in the data active means inhibition mostly above about 24%, no sharp cut-off; inactive means mostly below about 32%; further: some compounds called inactive have numbers as strong as hits
DNA FID counter = counter-screen for HCV NS3 helicase inhibitors: DNA intercalator displacement | DNA fluorescent intercalator displacement, fluorescence | inhibition, % at 7.9 µM | actives 0.17% (n = 290,000); in the data active means inhibition above about 37%;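 further: 0% = vehicle and 100% = reference compound; higher means more ethidium bromide displaced from hairpin DNA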
UBC9 SUMO inh = inhibitors of human SUMOylation (UBC9). HTRF SUMOylation assay, SAE1/SAE2 + UBC9, in vitro. inhibition, % at 35 µM. actives 0.36% (n = 290,000); in the data active means inhibition above about 50%, passing the limit was not always enough; further: strong numbers were not always called active
Target sequence (P63279 whole entry, looked up): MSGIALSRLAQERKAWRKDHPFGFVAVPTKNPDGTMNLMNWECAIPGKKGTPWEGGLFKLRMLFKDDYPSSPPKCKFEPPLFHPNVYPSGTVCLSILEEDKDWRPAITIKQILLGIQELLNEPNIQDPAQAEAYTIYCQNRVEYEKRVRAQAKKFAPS
VIM-2 inh = inhibitors of Pseudomonas aeruginosa VIM-2 metallo-beta-lactamase; purified VIM-2, nitrocefin hydrolysis, epi-absorbance fluorescence; inhibition, % at 5.6 µM; actives 0.89% (n = 290,000); AID 1527;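 active means inhibition above the mean of all tested compounds plus 3 SD, cutoff set per screening run, cut at about 7.5% in these data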;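 further: red hydrolysis product quenches plate fluorescence so inhibitors raise well fluorescence; 0% = enzyme with DMSO and 100% = DMSO without enzyme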
PfM18AAP inh = PfM18AAP enzyme inhibition. AID 1822. inhibition, % at 7.35 µM. actives 1.2% (n = 290,000). recombinant PfM18AAP, H-Glu-NHMec fluorogenic cleavage;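 active means inhibition above the campaign mean inhibition over all tested compounds plus 3 SD, cut at about 28% in these data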;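 further: 0% = plate median of test compound wells and 100% = 2 mM ZnCl2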
MEKK2wt PB1 HTS = raises or lowers MEK5 binding to wildtype human MEKK2 PB1 domain. Q9Y2U5. bead flow cytometry, Alexa488-MEK5 binding to MEKK2 WT; actives lie on both sides. binding response (% of control), % at 10 µM. actives 1.1% (n = 290,000); in the data active means binding response below about 67% or above about 130%
HCV NS3 hel inh = HCV NS3 helicase inhibition; NS3 helicase DNA unwinding, Cy5 molecular beacon fluorescence; inhibition, % at 10.9 µM; actives 0.56% (n = 290,000);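 active means inhibition above the mean of all tested compounds plus 3 SD, set per campaign, cut at about 35% in these data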;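 further: 0% = DMSO wells and 100% = thioflavine S control wells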
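Compound dosing – single dose, 10.9 µM nominal final, DMSO 0.8% final · System – NS3 helicase fragment of HCV · Buffer or medium – MOPS pH 6.5, MgCl2, DTT, Tween20, BSA · Signal – Cy5 beacon fluorescence read at start and 1 h · Also added – annealed dual-labelled DNA beacon duplex, ATP-started · Schedule – 1 h at 25 °C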
MEKK2 mut-MEK5 = signal of MEK5 binding to mutant human MEKK2 PB1 domain | AID 1530 | percent response, % at 10 µM | bead flow cytometry, Alexa488-MEK5 binding to MEKK2 mutant | actives 0.35% (n = 290,000); in the data active means percent response above about 24%, passing the limit was not always enough; further: inactives centre near 1; some results filed as inactive read as strong as hits
Starred values were filed as active, the others as inactive. Rows were taken by chance. About 4.7% of those tested had a hit in this group.

SMILES | IMP-1 inh | NALP1 inh | DNA FID counter | UBC9 SUMO inh | VIM-2 inh | PfM18AAP inh | MEKK2wt PB1 HTS | HCV NS3 hel inh | MEKK2 mut-MEK5
O=C(NCCN1CCCCC1)c1ccc(/C=N/O)nc1 | -0.4 | 13 | -16 | -3 | -2.8 | 2 | 107 | 3 | 3
CCc1ccc(OCC(=O)Nc2nnc(C3CCCC3)s2)cc1 | -1.6 | 7 | -33 | -3 | -6.5 | 0 | 100 | 1 | 0
COc1ccc(-c2csc(-n3cccn3)n2)cc1 | -1.6 | 22 | -7 | -2 | -0.1 | -10 | 100 | -18 | 3
C/C(=N\Oc1cccc(F)n1)c1ccc(Cl)cc1Cl | -3.9 | 16 | -8 | -5 | -4.0 | 15 | 109 | 6 | 11
Fc1ccc(-n2nnc(-c3ccccc3Cl)n2)cc1 | -1.3 | -10 | -4 | 9 | -1.4 | -8 | 110 | 3 | 6
O=C(CCS(=O)(=O)Cc1ccccc1F)NCCCN1CCCCC1 | -3.1 | -26 | 1 | -3 | -1.9 | -9 | 109 | -6 | 5
Cc1ccccc1N1CCN(S(=O)(=O)c2nnc(NC(=O)c3ccco3)s2)CC1 | -2.6 | 13 | -45 | 25 | -2.9 | 8 | 99 | -7 | 2
COc1ccc(C2=NS(=O)(=O)N(C)C(C(=O)NCc3ccc4c(c3)OCO4)=C2)cc1 | -1.4 | 14 | -11 | 4 | 1.3 | -2 | 104 | -7 | 1
O=[N+]([O-])c1cccc(NN=Nc2ccccc2)c1 | -1.7 | -4 | 7 | 9 | -0.4 | 1 | 101 | -4 | 3
COc1cc(OC)cc(C(=O)NCCNC(=O)c2ccccn2)c1 | -2.0 | 2 | -7 | 0 | -3.0 | 2 | 97 | 5 | -2
CC(=O)c1ccccc1NS(=O)(=O)c1c(C)nn(-c2ccccc2)c1C | -3.3 | -1 | -18 | -13 | -3.8 | -15 | 105 | 2 | 2
CCOCCCNC(=S)NCCNc1nc2c(C)cccc2cc1C#N | -2.1 | 6 | 1 | 17 | 1.6 | -12 | 108 | -14 | 3
COc1ccc(CCN(C)Cc2c(O)ccc3cc(Br)ccc23)cc1OC | -1.8 | 39 | 5 | 10 | -1.6 | -2 | 126 | -22 | 11
Nc1nc(N2CCN(C(=O)c3ccco3)CC2)nc2ccc(Br)cc12 | -4.6 | -9 | 9 | 12 | -4.5 | 2 | 101 | 7 | -2
CCc1ccc(/C=C2/SC(=S)N(CC(=O)Nc3nc4ccccc4s3)C2=O)cc1 | -1.2 | 8 | 0 | -7 | -11 | 8 | 102 | 29 | 7
CCOc1cc(C=C(C#N)C#N)ccc1Oc1ccc([N+](=O)[O-])cn1 | -3.5 | 18 | 4 | 18 | 0.2 | 3 | 76 | 11 | -19
CC(C)OC(=O)CCC1(C(=O)O)CCC(=O)NC1 (centres undefined) | -1.4 | 10 | 2 | 9 | -2.1 | -5 | 105 | -7 | 6
CCCCN1C[C@H](Cc2ccccc2)[C@@H](CC(=O)NCc2ccc(OC)cc2)C1=O | -0.8 | 4 | -49 | 1 | 0.2 | 2 | 100 | -5 | -3
Clc1cccc(-c2ccc(C=Nc3ccc(N4CCOCC4)cc3)o2)c1 | -6.8 | 38 | -7 | -8 | -4.6 | 7 | 98 | 6 | 2
O=C(COC(=O)c1cccc(Cl)c1)Nc1cc(Cl)ccc1Oc1ccccc1 | -0.7 | 30 | -2 | 5 | -2.4 | -16 | 100 | 7 | 3
CCOc1ccc(S(=O)(=O)Nc2ccc(C(=O)N/N=C/c3c(C)nn(-c4ccccc4)c3N3CCCC3)cc2)cc1 | -2.7 | 19 | -16 | 7 | -3.2 | -15 | 96 | -3 | 4
NNc1nnc2c3cc(F)ccc3n(Cc3ccccc3)c2n1 | -1.8 | 16 | -7 | 20 | -2.1 | 10 | 98 | -26 | 1
Cn1cnc(S(=O)(=O)Nc2cc(-c3ccc(Cl)cc3)nn2C)c1 | -2.6 | -14 | -11 | 2 | -1.6 | 3 | 106 | 6 | 4
CC(C)(C)C(=O)CSc1nccc(=O)[nH]1 | -4.9 | 3 | -1 | 4 | -4.1 | 4 | 104 | 1 | 10
CCC(=O)N1CCc2cc(S(=O)(=O)CCC(=O)O)ccc21 | -3.1 | 7 | -1 | -5 | -1.6 | 2 | 84 | 1 | -10
CC(C)Cc1nnc(NS(=O)(=O)c2ccc([N+](=O)[O-])cc2)s1 | -2.5 | 2 | -23 | 11 | -2.2 | 6 | 98 | 10 | 4
Cc1nn(S(=O)(=O)c2ccccc2)c(C)c1S(=O)(=O)N1CCOCC1 | -2.8 | 4 | 1 | 14 | -3.0 | -5 | 98 | -5 | 2
COC(=O)c1ccc(NC(=O)C(=O)N2CCN(C(=S)Nc3ccc(C)cc3)CC2)cc1 | -1.1 | 0 | -5 | 16 | -2.8 | -1 | 98 | 11 | -1

Ten successive entries out of the list so far:
SMILES | IMP-1 inh | NALP1 inh | DNA FID counter | UBC9 SUMO inh | VIM-2 inh | PfM18AAP inh | MEKK2wt PB1 HTS | HCV NS3 hel inh | MEKK2 mut-MEK5
CCOc1cc(C=C(C#N)C#N)ccc1Oc1ccc([N+](=O)[O-])cn1 | -3.5 | 18 | 4 | 18 | 0.2 | 3 | 76 | 11 | -19
CC(C)OC(=O)CCC1(C(=O)O)CCC(=O)NC1 (centres undefined) | -1.4 | 10 | 2 | 9 | -2.1 | -5 | 105 | -7 | 6
CCCCN1C[C@H](Cc2ccccc2)[C@@H](CC(=O)NCc2ccc(OC)cc2)C1=O | -0.8 | 4 | -49 | 1 | 0.2 | 2 | 100 | -5 | -3
Clc1cccc(-c2ccc(C=Nc3ccc(N4CCOCC4)cc3)o2)c1 | -6.8 | 38 | -7 | -8 | -4.6 | 7 | 98 | 6 | 2
O=C(COC(=O)c1cccc(Cl)c1)Nc1cc(Cl)ccc1Oc1ccccc1 | -0.7 | 30 | -2 | 5 | -2.4 | -16 | 100 | 7 | 3
CCOc1ccc(S(=O)(=O)Nc2ccc(C(=O)N/N=C/c3c(C)nn(-c4ccccc4)c3N3CCCC3)cc2)cc1 | -2.7 | 19 | -16 | 7 | -3.2 | -15 | 96 | -3 | 4
NNc1nnc2c3cc(F)ccc3n(Cc3ccccc3)c2n1 | -1.8 | 16 | -7 | 20 | -2.1 | 10 | 98 | -26 | 1
Cn1cnc(S(=O)(=O)Nc2cc(-c3ccc(Cl)cc3)nn2C)c1 | -2.6 | -14 | -11 | 2 | -1.6 | 3 | 106 | 6 | 4
CC(C)(C)C(=O)CSc1nccc(=O)[nH]1 | -4.9 | 3 | -1 | 4 | -4.1 | 4 | 104 | 1 | 10
CCC(=O)N1CCc2cc(S(=O)(=O)CCC(=O)O)ccc21 | -3.1 | 7 | -1 | -5 | -1.6 | 2 | 84 | 1 | -10
